HIV Rev-RRE inh: HIV-1 Rev-RRE binding inhibitors, primary screen, biochemical, FRET, protein-RNA interaction. Rev peptide-RRE RNA binding. inhibition, % at 8 µM. 97,000 tested, 0.79% active. AID 704, 2007;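 active = inhibition above the screen-wide mean plus 3 SD, cut at about 35% in these data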;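 also: 0% = median DMSO wells and 100% = median Neomycin B control wells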
Target sequence (P05866 whole entry, looked up): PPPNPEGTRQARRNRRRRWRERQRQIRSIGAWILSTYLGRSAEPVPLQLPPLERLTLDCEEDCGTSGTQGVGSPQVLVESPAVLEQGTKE
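Test system – labelled RRE RNA duplex and labelled Rev peptide · Signal – fluorescein-to-Cy5 FRET, 480 nm excitation · Evaluation – % inhibition of FRET ratio versus controls · Benchmarks – DMSO low control, neomycin B high control · Incubation – 5 min RNA-compound premix plus 15 min binding step, 25 °C · Medium – HEPES pH 7.5 salt buffer with EDTA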
ERa SRC1 pot: enhancers of ERα–SRC-1 coactivator binding, primary screen, biochemical, TR-FRET, ERα LBD, low estradiol; Estrogen receptor (Homo sapiens), P03372; TR-FRET ERalpha-LBD/SRC-Cy5 coactivator binding, 2 h; 100 = basal binding, no effect; coactivator binding (% of control), % at 25.6 µM; 86,000 tested, 1.3% active; in the data active = activity above about 200%;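 also: binding measured in presence of low estradiol as agonist stimulus; 0% = peptide alone without receptor and 100% = receptor with peptide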
CD11b adhes enh: enhancers of CD11b/CD18 adhesion to fibrinogen, primary screen, K562 cells, luminescence | ATPlite luminescence | activation, % at 10 µM | 93,000 tested, 0.07% active;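 active = 10 µM primary screen giving 50% or more activity, confirmed by 40% or more on retest at that dose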; also: strong numbers were not always called active
Target sequence (P05107 whole entry, looked up, other chains not shown): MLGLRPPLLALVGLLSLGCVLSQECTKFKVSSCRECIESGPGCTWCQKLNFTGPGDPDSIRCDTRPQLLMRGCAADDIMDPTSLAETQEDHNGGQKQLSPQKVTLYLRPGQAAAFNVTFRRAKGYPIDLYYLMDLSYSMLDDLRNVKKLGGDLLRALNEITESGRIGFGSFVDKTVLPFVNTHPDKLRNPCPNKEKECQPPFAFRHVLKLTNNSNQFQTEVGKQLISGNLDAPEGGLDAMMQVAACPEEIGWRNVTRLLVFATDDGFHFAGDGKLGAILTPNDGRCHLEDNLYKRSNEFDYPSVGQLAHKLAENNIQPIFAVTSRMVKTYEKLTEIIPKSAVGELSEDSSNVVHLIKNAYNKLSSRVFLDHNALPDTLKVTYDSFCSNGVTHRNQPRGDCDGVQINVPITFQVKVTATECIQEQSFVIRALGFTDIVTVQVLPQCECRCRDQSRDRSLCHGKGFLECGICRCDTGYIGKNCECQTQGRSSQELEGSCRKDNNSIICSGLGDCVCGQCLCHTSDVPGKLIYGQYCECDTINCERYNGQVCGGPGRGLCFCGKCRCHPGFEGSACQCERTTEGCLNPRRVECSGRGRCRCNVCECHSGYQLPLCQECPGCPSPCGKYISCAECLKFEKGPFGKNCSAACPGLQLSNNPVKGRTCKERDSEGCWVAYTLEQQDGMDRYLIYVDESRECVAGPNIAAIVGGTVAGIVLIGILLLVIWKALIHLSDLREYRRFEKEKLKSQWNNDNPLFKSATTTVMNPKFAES
Plk1 PBD FP: Plk1 polo box domain binding inhibitors, primary screen, biochemical, fluorescence polarization; Serine/threonine-protein kinase PLK1 (Homo sapiens), P53350; Plk1 PBD phosphopeptide binding; inhibition, %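 (tested at about 20 µM)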; 97,000 tested, 0.13% active; in the data active = inhibition above about 34%, passing the limit was not always enough
FAK blocker: FAK kinase inhibitors, primary screen, biochemical; Focal adhesion kinase 1 (Homo sapiens), Q05397; biochemical FAK kinase activity assay; inhibition, %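 (tested at 7 µM)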; 97,000 tested, 0.84% active; in the data active = inhibition above about 19%;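 also: 0% = DMSO and 100% = reference compound high control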
Mac1 fbg inh: inhibitors of CD11b/CD18 adhesion to fibrinogen, primary screen, K562 cells, luminescence; 93,000 tested, 0.54% active; Integrin beta-2 (Homo sapiens) + Integrin alpha-M (Homo sapiens), P05107+P11215; inhibition, % at 10 µM; ATPlite luminescence; Mn2+ added to activate the integrin;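 active = primary inhibition of 50% or more at 10 µM, then 40% or more on retest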; also: some results filed as inactive read as strong as hits
ERb coact inh: inhibitors of ERβ-SRC1 coactivator interaction, primary screen, biochemical, TR-FRET, ERβ LBD, SRC-1 peptide; Estrogen receptor beta (Homo sapiens), Q92731; TR-FRET ER-beta LBD / SRC1-Cy5 peptide binding; receptor agonist-loaded with 1 µM estradiol; inhibition, % at 25.6 µM; 86,000 tested, 1.3% active; AID 633, 2007;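 active = compounds whose percent inhibition of the receptor-coactivator binding signal exceeds about 50% in the single-dose screen, limit read from the data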;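 also: 0% = receptor plus peptide wells without compound and 100% = peptide-only wells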
ERa SRC1 inh: ERα–SRC-1 coactivator interaction inhibitors, primary screen, biochemical, TR-FRET, ERα LBD, estradiol-bound; Estrogen receptor (Homo sapiens), P03372; TR-FRET ER-alpha LBD / SRC-1 peptide; inhibition, % at 25.6 µM; 86,000 tested, 1.7% active; in the data active = inhibition above about 50%;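 also: 0% = receptor plus peptide control and 100% = peptide only without receptor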
PLK1 inh: human PLK1 kinase inhibitors, primary screen, biochemical, TR-FRET. Serine/threonine-protein kinase PLK1 (Homo sapiens), P53350. recombinant PLK1 kinase, TR-FRET peptide phosphorylation. inhibition, % at 10 µM. 97,000 tested, 0.53% active. AID 619, 2007;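 active = inhibition of 50% or more in the single-concentration screen; inactive = inhibition below 50%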;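 also: 0% = DMSO max control and 100% = H-89 dihydrochloride min control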
The depositor's hits bear a star; . = no result given; [ ] = remark or other dose.

SMILES	HIV Rev-RRE inh	ERa SRC1 pot	CD11b adhes enh	Plk1 PBD FP	FAK blocker	Mac1 fbg inh	ERb coact inh	ERa SRC1 inh	PLK1 inh
Cc1nnc(SCC(=O)Nc2ncc(Cc3ccc(F)cc3)s2)n1N	-2	84	-4	-41	3	-8	2	5	1
O=S(=O)(c1ccc(F)cc1)N1CCC(N2CCCC2)CC1	.	112	1	.	.	1	-7	-11	.
CCN(CC)S(=O)(=O)c1ccc(NC(=O)C2CCCO2)cc1 (stereo not drawn)	4	88	.	-22	1	.	-2	-6	-11
O=S(=O)(Nc1ccc2c(c1)OCCO2)c1ccc(F)cc1	6	100	-2	23	1	-2	-1	20	0
CC(C)OC(=O)Cn1cnc2ccc(Br)cc2c1=O	4	99	3	11	3	-2	-8	-2	17
Cn1c(Cl)c(/C=N/OC(=O)c2ccccc2Cl)c2ccccc21	7	.	-6	-14	-4	26	.	.	-9
COc1nnc(-c2ccc(N3CCOCC3)c(NC(=O)c3ccccc3)c2)c2ccccc12	3	102	-2	13	0	-32	-7	2	-15
Cc1ccc(NC(=O)COC(=O)C2CC2C)c(S(=O)(=O)N2CCCCC2)c1 (stereo not drawn)	7	98	1	4	0	4	-10	-1	-5
FCCCOc1ccc(-c2nccc(-c3ccc(F)cc3)n2)cc1	12	.	-1	-24	1	4	.	.	-5
Cc1noc(C)c1C(=O)N1CCN(Cc2ccccc2)CC1	6	97	-2	-12	-1	-7	-12	2	6

Another view of some results above:
molecule,HIV Rev-RRE inh,ERa SRC1 pot,CD11b adhes enh,Plk1 PBD FP,FAK blocker,Mac1 fbg inh,ERb coact inh,ERa SRC1 inh,PLK1 inh
CC(C)OC(=O)Cn1cnc2ccc(Br)cc2c1=O,4,99,3,11,3,-2,-8,-2,17
Cn1c(Cl)c(/C=N/OC(=O)c2ccccc2Cl)c2ccccc21,7,.,-6,-14,-4,26,.,.,-9
COc1nnc(-c2ccc(N3CCOCC3)c(NC(=O)c3ccccc3)c2)c2ccccc12,3,102,-2,13,0,-32,-7,2,-15
Cc1ccc(NC(=O)COC(=O)C2CC2C)c(S(=O)(=O)N2CCCCC2)c1 (stereo not drawn),7,98,1,4,0,4,-10,-1,-5

The list goes on.
SMILES	HIV Rev-RRE inh	ERa SRC1 pot	CD11b adhes enh	Plk1 PBD FP	FAK blocker	Mac1 fbg inh	ERb coact inh	ERa SRC1 inh	PLK1 inh
Nc1n[nH]c2c1C1(CCCC1)Cc1ccccc1-2	-2	99	-1	20	3	9	-3	-4	6
O=C1CCCC2=C1C(c1cccs1)n1nc(SCc3ccccc3)nc1N2 (stereo not drawn)	7	118	.	15	2	.	-16	-19	-8
COc1ccc(NC2=CC(=O)CC(c3ccc(C)cc3)C2)c(OC)c1 (stereo not drawn)	-1	.	.	-4	-2	.	.	.	-9
Cc1cc(C(=O)NCCCc2ccccc2)no1	5	99[fluorescence artefact?]	-1	-10	-1	-25	-4	-1	-4
CC1Cc2ccccc2N1C(=O)C1CCN(S(=O)(=O)c2cccs2)CC1 (stereo not drawn)	6	95	-4	11	-6	14	7[fluorescence artefact?]	7[fluorescence artefact?]	-2
Cc1nn(C)cc1CNC(=O)c1cnn2c1NC(c1ccc(Br)cc1)CC2C(F)(F)F (stereo not drawn)	.	104	4	.	.	7	1[fluorescence artefact?]	8[fluorescence artefact?]	.
Cc1c(C(=O)Nc2ccc(F)cc2)oc2ccc(S(=O)(=O)N3CCC4(CC3)OCCO4)cc12	3	127	-3	-22	3	12	-14	-27	-4
Cc1nc(C)c(C(=O)C2=C(O)C(=O)N(CCCn3ccnc3)C2c2ccccc2)s1 (stereo not drawn)	4	.	-1	-40	-2	4	.	.	-2
CCS(=O)(=O)Nc1cccc(-c2nc3cccnc3s2)c1C	5	97[fluorescence artefact?]	4	-11	5	-4	48[fluorescence artefact?]	17	-7
Cn1c(=O)n(Cc2ccccc2)c(=O)c2c1nc1n2CCCN1CCc1ccccc1	1	82	0	-5	0	6	3	-7	-6
C/C(CC1CC(COCCC(C)C)OC1=O)=N\NC(N)=S (stereo not drawn)	3	.	.	-5	4	.	.	.	-9
Cc1cc([N+](=O)[O-])cc2ncccc12	2	.	-2	2	-3	-3	.	.	-1
Cc1ccccc1-n1c(N)cc(=O)[nH]c1=S	3	87	3	24	2	-20	-12	-5	-5
O=S(=O)(c1cc(-c2nnc(-c3ccc(Br)cc3)o2)ccc1Br)N1CCCCCC1	10	154	.	-5	-1	.	-5[fluorescence artefact?]	-8	-15
COc1cccc(SCc2noc(C(=O)NCC3CCCO3)c2C(=O)O)c1 (stereo not drawn)	-1	.	.	-6	3	.	.	.	-21
CCOC(=O)c1cccc(NC(=O)CSc2nnnn2CC)c1	1	120[fluorescence artefact?]	-4	-1	0	-16	-5	-10	-14
O=C(Nc1c(C(=O)Nc2ccccc2)cnn1-c1ccccc1)c1ccco1	3	108	0	16	1	4	-2	0	-4
Cc1cccc2sc(NC(=O)C3CCCO3)nc12 (stereo not drawn)	4	113	.	-5	-1	.	-7	-9	-14
Cc1cc(NS(=O)(=O)c2ccc(NC(=O)NC(C)(C(F)(F)F)C(F)(F)F)cc2)no1	-2	88	1	-7	-1	1	0[fluorescence artefact?]	34	-6
CCn1c(SCc2cc(=O)[nH]c3ccccc23)nc2c1c(=O)n(C)c(=O)n2C	8	92	.	-10	6	.	3	23	-4
O=S(=O)(c1ccc(S(=O)(=O)N(Cc2ccccc2)Cc2ccco2)cc1)N1CCCC1	7	98	.	24	-2	.	-20[fluorescence artefact?]	-26	-6
CCC(Sc1ncccc1C(=O)OC(C)C)C(=O)NCc1ccco1 (stereo not drawn)	3	104	-7	26	2	-18	-10	-5	-5
O=C(CSc1nnc(-c2ccccc2)n1C1CCCCC1)Nc1ccc(S(=O)(=O)Nc2ccccn2)cc1	2	104	.	-9	-2	.	-8	17	-13
CCOC(=O)C1=C(C)OC(N)=C(C#N)C1c1cc(C)sc1C (stereo not drawn)	12	85	-1	2	0	9	-3	-9	-3
O=C1C2C3C=CC(C3)C2C(=O)N1c1n[nH]c(-c2ccccc2)n1 (stereo not drawn)	3	107	-5	-1	2	-6	-2	-12	-7
COc1ccccc1S(=O)(=O)Cc1ccc(C(=O)N2CCOCC2)o1	3	102	.	-39	-2	.	-14[fluorescence artefact?]	4	3
COc1cccc(NC(=O)N(Cc2cc3cc(C)cc(C)c3[nH]c2=O)CC2COCCO2)c1 (stereo not drawn)	0	82	0	3	-1	7	3	-1	30
COc1ccc(C(=O)/C=C/c2ccc(F)cc2)c(OC(=O)c2ccc([N+](=O)[O-])cc2)c1	11	.	10	-21	4	6	.	.	-16
CCn1cc(Br)c(C(=O)NCc2ccco2)n1	5	115	0	18	-2	-1	-15	-23	17
COc1ccc(-c2cc(C(=O)NCCCn3ccnc3)no2)cc1OC	0	95	-4	-2	0	17	-6	-10	-2
CCOC(=O)C1=C(C)NC(C)=C(C(=O)OCC)C1c1cc2ccc(C)cc2[nH]c1=O	5	.	-2	-29	-2	4	.	.	0
Cc1nnc(NC(=O)CSc2cn(CCNC(=O)c3ccccc3)c3ccccc23)s1	2	110	-1	-15	-3	-2	-8	-6	4
O=C(NCCN1CCN(Cc2ccccc2)CC1)C1c2ccccc2C(=O)N2CCc3ccccc3C12 (stereo not drawn)	1	93	.	-21	0	.	-34	-26	-9
O=S(=O)(NC1CCCC1)c1cccc(S(=O)(=O)N2CCC(n3nnc4ccccc43)CC2)c1	7	120	-6	27	1	13	0[fluorescence artefact?]	-5	-1
CC(C)(C)N1CC(c2nc3ccccc3n2Cc2ccc(F)cc2)CC1=O (stereo not drawn)	4	105	-3	-8	1	-21	-5	2	-8
CCOC(=O)N1CCC(Nc2c(OCC)c(=O)c2=O)CC1	3	113	-2	-1	-6	2	5	3	69*
CCOC(=O)C1CCN(S(=O)(=O)c2ccc(OC)c(Cl)c2Cl)CC1	6	91	-2	-4	1	-27	1	8	-7
O=C(C1CCCO1)N1CCN(c2ncccn2)CC1 (stereo not drawn)	-1	115	-1	4	0	-4	8	3	-6
CC1=C(C(=O)Nc2ccccc2)C(c2cccs2)n2nnnc2N1 (stereo not drawn)	3	101	1	5	0	4	16	11	-8
Cc1ccc(-n2c(C)cc(/C=N/NC(=O)CC3(C)OCCO3)c2C)cc1	1	108	.	3	1	.	-5	-6	-16

Grouped by structure, those above with a Cl atom
SMILES	HIV Rev-RRE inh	ERa SRC1 pot	CD11b adhes enh	Plk1 PBD FP	FAK blocker	Mac1 fbg inh	ERb coact inh	ERa SRC1 inh	PLK1 inh
Cn1c(Cl)c(/C=N/OC(=O)c2ccccc2Cl)c2ccccc21	7	.	-6	-14	-4	26	.	.	-9
CCOC(=O)C1CCN(S(=O)(=O)c2ccc(OC)c(Cl)c2Cl)CC1	6	91	-2	-4	1	-27	1	8	-7

The list continues.
SMILES	HIV Rev-RRE inh	ERa SRC1 pot	CD11b adhes enh	Plk1 PBD FP	FAK blocker	Mac1 fbg inh	ERb coact inh	ERa SRC1 inh	PLK1 inh
Clc1ccc(-c2nnc3n2CCCC3)cc1	6	.	.	20	0	.	.	.	-6
Cc1ccc(-c2cc(C(=O)Nc3ccccc3C)c3ccccc3n2)o1	10	66[fluorescence artefact?]	.	6	1	.	56*[fluorescence artefact?]	78*[fluorescence artefact?]	-3
CC(C)N=C(NC#N)SCC(=O)NC(C)(C)C	-1	111	0	-8	3	-7	-9	0	1
Cn1c(Cl)nc2ccccc21	-2	102	1	-20	-1	-21	-2	0[fluorescence artefact?]	-8

Screening data deposited in PubChem by several laboratories.
